CatS block – human cathepsin S inhibition; P25774; recombinant cathepsin S, AMC dipeptide fluorescence, pooled mixtures; inhibition, %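 (tested at 5 µM per compound within 10-compound mixtures)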; actives 0.06% (n = 62,000); in the data active = inhibition above about 32%, passing the limit was not always enough; inconclusive = no clear call, values can overlap the other calls;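 also: 0% = enzyme without compound and 100% = blank without enzyme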
Target sequence (P25774 115-331 limits assumed): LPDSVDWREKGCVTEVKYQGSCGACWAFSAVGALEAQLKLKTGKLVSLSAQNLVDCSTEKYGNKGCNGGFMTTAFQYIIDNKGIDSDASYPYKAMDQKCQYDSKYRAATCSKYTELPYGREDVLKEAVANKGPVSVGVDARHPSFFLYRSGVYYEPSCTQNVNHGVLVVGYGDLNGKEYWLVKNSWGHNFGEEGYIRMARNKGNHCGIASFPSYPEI
C1s inh – blocks human complement C1s protease activity; P09871; purified C1s, fluorogenic AMC substrate, pooled mixtures; mean inhibition % of two 10-compound mixtures (stronger effect = higher value), % at 5 µM (by protocol); actives 0.16% (n = 62,000); AID 538;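 active = inhibition above 20% in each of the two 10-compound mixture wells holding the compound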;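 also: 0% = enzyme wells lacking compound mixture and 100% = no-enzyme blank wells; some compounds called inactive have numbers as strong as hits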
CatB mixtures – human cathepsin B inhibition by mixtures; AID 488; actives 0.06% (n = 62,000); Purified cathepsin B, AMC dipeptide fluorescence, compound mixtures; inhibition, %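 (ten-compound pools at 5 µM per compound and 50 µM total)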; in the data active = inhibition above about 22%, passing the limit was not always enough; inconclusive = no clear call, values can overlap the other calls;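 also: 0% = enzyme without compound and 100% = no enzyme blank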
FXIa mix inh – blocks human factor XIa in pooled compound mixtures; P03951; purified FXIa, fluorogenic substrate; inhibition, % at 5 µM; actives 0.19% (n = 62,000); AID 680;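 also: each value is inhibition by a whole ten-compound pool holding the compound; 0% = enzyme with no mixture and 100% = wells lacking enzyme; strong numbers were not always called active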
Target sequence (P03951 19-387 limits assumed): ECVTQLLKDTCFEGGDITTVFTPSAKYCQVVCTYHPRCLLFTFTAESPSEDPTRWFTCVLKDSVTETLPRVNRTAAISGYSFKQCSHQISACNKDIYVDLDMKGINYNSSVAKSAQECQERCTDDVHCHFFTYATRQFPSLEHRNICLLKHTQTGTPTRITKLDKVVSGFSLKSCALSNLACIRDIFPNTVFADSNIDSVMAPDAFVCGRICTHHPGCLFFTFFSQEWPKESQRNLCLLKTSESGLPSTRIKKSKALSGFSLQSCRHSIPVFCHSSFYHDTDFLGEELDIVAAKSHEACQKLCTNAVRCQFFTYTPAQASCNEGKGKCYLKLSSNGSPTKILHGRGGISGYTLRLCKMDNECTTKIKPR
Target sequence (P03951 388-625 limits assumed): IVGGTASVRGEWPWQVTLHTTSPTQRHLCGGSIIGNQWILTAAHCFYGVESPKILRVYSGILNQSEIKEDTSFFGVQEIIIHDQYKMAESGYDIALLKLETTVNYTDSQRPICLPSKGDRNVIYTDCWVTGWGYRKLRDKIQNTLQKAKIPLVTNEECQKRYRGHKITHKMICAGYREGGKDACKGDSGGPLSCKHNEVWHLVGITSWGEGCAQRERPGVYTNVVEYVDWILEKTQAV
CatG inh – inhibitors of human cathepsin G. P08311. purified enzyme, AMC-tetrapeptide fluorescence, pooled mixtures. inhibition, % at 5 µM (by protocol). actives 0.2% (n = 62,000). AID 581;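 active = inhibition above 20% in each of the two mixture wells holding the compound; inactive = inhibition of 20% or less in either well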;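 also: 0% = enzyme control without mixture and 100% = blank lacking enzyme; strong numbers were not always called active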
AP complement – alternative pathway complement inhibition, orthogonal assay; Human serum alternative complement pathway, LPS-coated ELISA, C3 deposition; tested in compound mixtures; inhibition, % at 5 µM; actives 0.08% (n = 62,000);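 active = inhibition above 30% in each of the two pooled mixtures holding the compound, so the lower value exceeds 30%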;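 also: 0% = serum in Mg-EGTA without compound and 100% = EDTA serum blank; some compounds past the cut are filed as inactive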
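Test system – human serum alternative complement pathway, C3 deposition on LPS-coated wells · Buffer or medium – diluted human serum in Mg2+-EGTA GVB++ · Compound dosing – 5 µM each compound, pools of ten, 50 µM per pool · Schedule – 1 h serum-compound exposure at 37 °C · Measured by – Anti-C3 ELISA, OD 450 nm · Read-out basis – percent inhibition of C3 deposition onto LPS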
CatB block – blocks human cathepsin B protease activity | purified cathepsin B, fluorogenic substrate, fluorescence | inhibition, %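 (tested at 10 µM)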 | actives 0.1% (n = 63,000) | AID 453; in the data active = inhibition above about 21%;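 also: 0% = enzyme with no compound and 100% = no enzyme blank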
FXIIa inh mix – blocks human factor XIIa in pooled compound mixtures | P00748 | purified FXIIa, fluorogenic substrate | inhibition, % at 5 µM | actives 0.2% (n = 62,000) | AID 684;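 also: 0% = enzyme without compound and 100% = no enzyme blank; some results filed as inactive read as strong as hits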
CatL inh – blocks human cathepsin L protease activity | purified cathepsin L, fluorogenic substrate, fluorescence | inhibition, %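 (tested at 10 µM)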 | actives 0.17% (n = 58,000); in the data active = inhibition above about 45%;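 also: 0% = enzyme with no compound and 100% = no enzyme blank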
Target sequence (P07711 114-288 limits assumed): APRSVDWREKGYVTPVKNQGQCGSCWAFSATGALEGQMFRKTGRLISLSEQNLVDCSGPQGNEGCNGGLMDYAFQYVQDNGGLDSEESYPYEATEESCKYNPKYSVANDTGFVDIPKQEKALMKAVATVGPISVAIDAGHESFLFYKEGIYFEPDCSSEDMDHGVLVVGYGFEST
Target sequence (P07711 292-333 limits assumed): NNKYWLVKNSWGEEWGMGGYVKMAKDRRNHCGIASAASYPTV
* = called active by the depositor; ? = inconclusive; nt = no result given. Rule as the data show it, unless noted: active = inhibition above about 20% (passing the limit was not always enough); inactive = the rest. Some of the compounds tested; the hit share may differ from the screen's.

SMILES	CatS block	C1s inh	CatB mixtures	FXIa mix inh	CatG inh	AP complement	CatB block	FXIIa inh mix	CatL inh
CS(=O)(=O)N(CC(=O)N1CCCCC1)c1ccc2c(c1)OCO2	8.6	-6.5	-2.0	-7.6	7.5	5.9	3.8	6.3	nt
Cc1oc(-c2ccccc2F)nc1CS(=O)(=O)CC(=O)NCCCN(C)C1CCCCC1	2.4	15.8	3.1	5.5	9.9	17.0	-1.0	7.6	4.9
CC(C)Sc1nc(N)c2c3c(sc2n1)CN(C)CC3	9.0	-6.3	-0.8	-5.3	0.5	17.8	2.4	-1.1	-10.3
COc1ccc(C(=O)NCC(c2cccnc2)N2CCN(c3ccccc3)CC2)cc1OC (centres undefined)	18.1	-0.3	2.6	3.7	-5.5	-3.8	9.1	-18.4	29.0
COCCn1c(SCC(=O)N(C(C)C)C(C)C)nnc1-c1cc2ccccc2cc1O	9.7	4.0	0.1	9.6	28.3	4.7	-0.9	-0.8	0.5
CCOc1ccc(C2C(C(=O)c3ccco3)=C(O)C(=O)N2Cc2cccnc2)cc1 (centres undefined)	4.6	-7.5	0.2	5.6	4.0	2.6	1.2	25.0	1.3
CCCC1=C(C(=O)OCC)C(c2ccc(O)cc2)n2ncnc2N1 (centres undefined)	5.8	-19.4	2.7	0.1	-11.8	-27.3	6.3	5.4	7.1
CCN(CC)C(=O)Cn1c(=O)n(-c2ccccc2)c(=O)n1CC(=O)N(CC)CC	3.1	15.5	2.7	4.1	11.0	9.1	1.9	-15.2	nt
COC(=O)Nc1sccc1C(=O)Nc1sccc1C(=O)OC	-23.3	-59.4	-7.9	-18.9	-23.5	8.5	-2.3	-0.2	-26.3
COc1ccccc1S(=O)(=O)Cc1ccc(C(=O)NC(C)c2ccc3c(c2)OCCO3)o1 (centres undefined)	14.3	6.2	7.9	9.6	13.3	6.9	3.3	4.0	12.4
COc1ccc(C2(C(=O)NCC3CCCO3)CCOCC2)cc1 (centres undefined)	-3.6	-40.6	4.7	-1.3	-4.4	0.0	-2.1	9.7	-7.2
Cc1cc(NC(=O)c2cc(-c3cccs3)on2)nn1Cc1ccc(Cl)cc1	7.5	-30.7	0.4	31.0	45.5	8.7	4.2	7.0	19.1
CCOc1ccc(S(=O)(=O)NCCCN2CCOCC2)c2ccccc12	1.3	-14.2	-2.8	1.6	-2.1	-2.0	-3.1	7.2	21.2
O=C(CN1C(=O)C2CCc3[nH]c4ccccc4c3C2C1=O)N1CCCC1 (centres undefined)	2.3	0.3	7.2	6.4	8.0	15.4	3.5	-5.7	9.1
COc1ccc(C)cc1-n1nnnc1SCC(=O)N1CCC(C(=O)Nc2nccs2)CC1	-6.1	-21.0	4.4	-22.1	6.7	17.7	-2.2	-4.9	-9.1
Cc1ccc(NC2c3ncccc3C(=O)N2Cc2ccc(F)cc2)cc1 (centres undefined)	-6.6	-27.5	0.4	2.5	-3.4	17.6	-5.6	6.1	-4.5
O=C(c1ccc2snnc2c1)N1CCN(c2ccccn2)CC1	7.9	3.4	8.4	7.4	-0.7	23.9	-10.0	-15.7	-4.1
COc1ccc(C)cc1S(=O)(=O)N1CCN(c2cccc(C(F)(F)F)c2)CC1	-4.1	-75.5	-2.9	2.3	-5.0	11.9	4.7	6.2	nt
C(=N\c1c(-c2ccccc2)nc2n1CCS2)/c1ccccc1	-11.8	3.7	-7.3	-2.2	5.3	12.7	1.9	3.5	-2.1
COCCCNC(=O)C1CC(=O)N(C2CCCC2)C1 (centres undefined)	-5.3	-0.6	-3.7	4.6	-2.1	23.9	-4.8	-17.1	-3.0
CCOc1ccc(-c2nnn(CC(=O)Nc3cc(OC)cc(OC)c3)n2)cc1OCC	-1.3	-6.0	-4.8	6.7	-2.9	10.4	-5.2	8.6	nt
CCOC(=O)c1nnn(-c2nonc2N)c1CN(CC)CC	11.3	-11.7	3.1	3.6	-9.7	-7.1	4.7	2.8	13.4
O=S(=O)(CCN1CCN(C(c2ccccc2)c2ccccc2)CC1)C(F)(F)F	44.0	7.8	2.4	7.7	7.8	13.4	1.1	12.2	4.7
COc1ccc(C(=O)NCCn2ccc3ccccc32)c(OC)c1	1.6	-12.7	0.7	5.2	-0.7	-5.3	-1.4	-15.2	4.5
COc1ccccc1NC(=O)C1CCN(c2ncccn2)CC1	-7.3	-41.5	1.2	-5.3	1.9	12.8	7.1	6.8	10.1

Following part.
SMILES	CatS block	C1s inh	CatB mixtures	FXIa mix inh	CatG inh	AP complement	CatB block	FXIIa inh mix	CatL inh
O=c1c2ccccc2nnn1CSc1nc2ccccc2c(=O)n1Cc1ccco1	8.0	39.6	-1.2	3.9	12.8	-4.5	1.7	4.5	nt
CCCn1c(SCc2cc(=O)oc3ccc4ccccc4c23)n[nH]c1=O	6.0	-16.2	-2.4	0.2	-5.9	-2.5	9.6	3.3	-1.5
CC(C)=CC(=O)OCC(=O)Nc1ccccc1Cl	-0.1	3.5	-2.6	-4.7	8.1	2.0	0.9	-25.4	-13.6
Cc1ccc(NC(=O)NCCc2ccc(S(N)(=O)=O)cc2)cc1	11.1	13.4	5.4	19.7	10.2	5.3	1.8	-15.7	17.1
CCCc1nc2scc(-c3ccccc3)c2c(=O)n1N	12.0	9.9	5.5	5.3	6.5	19.7	0.9	6.1	-1.7
COc1ccccc1NC(=O)N1CCN(c2ccc3nncn3n2)CC1	-11.0	-0.9	0.9	5.3	-2.3	3.9	3.2	8.0	-0.4
CCOC(=O)N1CCC(N2C(=O)c3ccccc3C2Nc2cc(Cl)c(OC)cc2OC)CC1 (centres undefined)	?	-32.6	0.8	-3.8	-9.6	-14.8	-1.6	-16.7	32.6
Cc1cc(C)n(-c2nc3ccccc3nc2N2CCN(C(=O)c3ccc(F)cc3)CC2)n1	3.9	0.4	-2.1	10.3	0.4	-1.2	2.1	-6.2	-1.6
N#CC1=C(SCC(=O)NC2CCCCC2)NC(=O)CC1c1ccco1 (centres undefined)	15.1	15.6	7.1	9.7	15.9	4.2	7.0	5.2	9.6
Cc1cc(C)c2c3c(c(-c4ccccc4)n2n1)c(=O)n(C)c(=O)n3C	-4.1	-11.6	-2.1	-4.0	1.4	1.5	-0.8	-19.4	6.2
CCNc1nc(NCC)n2c(SCc3nc4ccccc4c(=O)[nH]3)nnc2n1	-11.3	-108.8	-8.1	-28.3	-25.5	0.1	1.3	7.3	-1.3
O=C(c1cc2c(s1)CCC2)N1C(=O)c2ccccc2S1(=O)=O	0.8	-11.1	-2.6	3.2	-11.1	-10.5	1.7	2.9	-3.6
COc1ccccc1-c1noc(-c2ccccc2C(=O)Nc2ccccc2)n1	3.4	7.7	3.6	3.5	13.7	6.6	2.2	0.9	9.9
Clc1ccc(CSc2nnc([C@@H]3CCCN3)o2)cc1Cl	-31.9	-5.2	1.6	2.8	-7.7	15.9	-3.7	-1.9	-2.0
Cn1cc(/C=N/n2cnc3sc4c(c3c2=O)CCCC4)c2ccccc21	12.2	-10.9	1.4	6.1	-8.3	-15.6	7.2	-1.4	8.4
C=CCN(C(=O)CNC(=O)c1ccco1)C(C(=O)NC1CCCCC1)c1ccc(F)cc1 (centres undefined)	4.7	-24.2	-2.6	-0.5	-4.9	-28.1	-2.0	8.2	7.1
CCOc1ccc(Cn2nnc(C(=O)NCCc3ccccc3)c2N)cc1	4.3	-8.5	1.4	-0.9	5.4	6.4	2.3	-20.2	21.3
CCOC(=O)c1[nH]c2c(c1C)C(=O)CC(c1ccc(OC)c(OC)c1)C2 (centres undefined)	-16.0	16.0	4.9	7.1	7.2	17.1	3.5	5.9	-6.4
O=C(NC1CCCCCCC1)c1ccc2c(c1)OCO2	7.3	-56.9	2.6	-2.7	-14.0	-4.0	5.3	2.1	2.2
CCN(CC)S(=O)(=O)c1ccc(-c2nnc(SCC(=O)Nc3nc(C)cs3)o2)cc1	14.7	-5.8	6.3	3.6	-5.9	-11.9	8.2	-2.3	20.0
Cc1cccc(-n2ccnc2SCC(=O)Nc2nccs2)c1	4.0	-22.4	-3.6	-3.6	19.7	-2.4	-0.1	2.6	15.1
CCCS(=O)(=O)N1CCN(Cc2ccccc2C(F)(F)F)CC1	1.3	4.2	5.7	23.4	4.4	15.8	-2.4	8.5	nt
Cc1ccc(S(=O)(=O)N2CCCCC2C(=O)NCc2ccco2)cc1 (centres undefined)	11.2	-20.6	9.4	1.5	-13.5	-27.6	9.0	6.7	7.7
Cc1c(C(=O)O)oc2ccc(S(=O)(=O)NCc3ccc4c(c3)OCO4)cc12	1.9	-5.5	1.8	4.8	7.3	12.9	2.9	0.1	-1.3
Cc1ccccc1C(=O)Nc1cccc(N)c1	6.7	-9.5	-1.3	13.7	2.2	12.0	-1.3	2.8	5.8

A section from further up, as a working copy:
SMILES	CatS block	C1s inh	CatB mixtures	FXIa mix inh	CatG inh	AP complement	CatB block	FXIIa inh mix	CatL inh
CCOC(=O)N1CCC(N2C(=O)c3ccccc3C2Nc2cc(Cl)c(OC)cc2OC)CC1 (centres undefined)	?	-32.6	0.8	-3.8	-9.6	-14.8	-1.6	-16.7	32.6
Cc1cc(C)n(-c2nc3ccccc3nc2N2CCN(C(=O)c3ccc(F)cc3)CC2)n1	3.9	0.4	-2.1	10.3	0.4	-1.2	2.1	-6.2	-1.6
N#CC1=C(SCC(=O)NC2CCCCC2)NC(=O)CC1c1ccco1 (centres undefined)	15.1	15.6	7.1	9.7	15.9	4.2	7.0	5.2	9.6

Other records follow:
SMILES	CatS block	C1s inh	CatB mixtures	FXIa mix inh	CatG inh	AP complement	CatB block	FXIIa inh mix	CatL inh
Cc1cc(C)n(-c2ccc(F)cc2)c(=O)c1C(=O)O	8.1	4.4	0.7	-9.4	8.9	5.1	2.3	3.7	15.0
O=C(Cn1cccc1C(=O)c1ccccc1)NCCN1CCOCC1	10.2	8.9	4.0	-2.4	3.4	-4.4	1.4	-2.1	1.7
Cc1cccc(-c2c3c(=O)n(C)c(=O)n(C)c3cn2-c2ccc(O)cc2)c1	-2.7	2.8	0.5	-2.0	4.1	3.9	3.0	-15.1	-4.1
CC(=O)N=c1sc2c3ccccc3ccc2n1C	-1.7	11.2	-0.9	9.9	10.1	18.0	1.4	5.4	5.6
CN(CC(=O)N1CCCc2c1c(=O)oc1ccc(O)cc21)Cc1ccccc1	-7.2	-22.6	-5.4	1.3	-4.6	4.5	0.4	4.7	7.1
CCN(CC)CC(C)(C)NS(=O)(=O)c1ccc(Cl)cc1	2.8	12.7	4.6	3.9	9.2	14.2	0.4	8.8	11.3
CCOc1ccccc1N1CCN(C(=O)c2ccncc2)CC1	8.1	9.8	1.0	-2.6	1.7	-5.8	1.2	-11.4	4.8
CCCN(CCC)S(=O)(=O)c1ccc(C(=O)Nc2nnc(-c3cccc(OC)c3)o2)cc1	17.8	31.7	8.4	9.0	4.8	0.8	-3.7	-2.2	1.2
CCn1c2ccccc2c2cc(Nc3cc(C)nc4ncnn34)ccc21	-0.2	0.0	-1.1	10.0	14.1	6.1	-1.7	-3.2	-4.4
CCCCc1ccc(Nc2ncnc3nc[nH]c23)cc1	-0.7	-9.3	3.5	-2.4	21.4	23.7	-0.1	0.7	-4.0
CCOC(=O)C(C)Oc1ccc(=O)n(-c2ccccc2)n1 (centres undefined)	18.9	-5.7	-0.6	2.7	1.9	11.3	0.7	-20.4	-6.8
COc1ccc(-n2nc3cc(C)c(NC(=O)C(C)C)cc3n2)cc1	-12.9	-75.6	-2.5	-11.6	-16.2	3.1	2.2	-9.1	-141.3
Cc1ccc2c(CC(=O)OCc3nc(N)nc(Nc4ccccc4C)n3)coc2c1	-7.4	5.0	4.5	7.0	-2.2	20.6	-5.0	5.9	-1.7
O=C1c2ccccc2NC(c2ccco2)N1O (centres undefined)	4.2	12.9	8.4	6.7	2.6	7.1	2.4	3.6	4.1
